PAFAH1B2 FP inh: PAFAH1B2 (human) inhibition; P68402; recombinant PAFAH1B2, FP-rhodamine activity probe, fluorescence polarization; inhibition, % at 3.39 µM; 340,000 compounds, 1.2% hits; AID 492953;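 active = inhibition above the mean of all tested compounds plus 3 SD, cut at about 24% in these data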;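 also: 0% = enzyme with DMSO and 100% = wells lacking PAFAH1B2; many of its hits are not listed in these tables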
Target sequence (P68402 whole entry, looked up): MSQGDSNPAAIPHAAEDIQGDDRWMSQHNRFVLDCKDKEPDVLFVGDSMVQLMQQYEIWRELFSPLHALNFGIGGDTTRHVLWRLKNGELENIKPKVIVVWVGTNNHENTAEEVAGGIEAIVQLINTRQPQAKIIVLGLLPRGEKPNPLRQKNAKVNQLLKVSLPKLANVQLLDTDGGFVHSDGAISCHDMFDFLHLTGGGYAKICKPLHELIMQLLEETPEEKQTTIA
PAFAH2 inh: inhibitors of human PAFAH2; Q99487; recombinant PAFAH2, FP-rhodamine activity probe, fluorescence polarization; inhibition, % at 3.39 µM; 340,000 compounds, 0.99% hits; AID 492956;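 active = inhibition above the mean over all tested compounds plus 3 SD, cut at about 30% in these data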;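 also: inhibitors block probe labeling of enzyme so polarization drops; 0% = enzyme with DMSO and 100% = wells lacking PAFAH2 protein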
PAFAH1B3 FP inh: PAFAH1B3 (human) inhibition. Q15102. inhibition, % at 3.39 µM. 340,000 compounds, 0.28% hits. recombinant PAFAH1B3, FP-rhodamine probe, fluorescence polarization. AID 492972;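 active = inhibition above the screen-wide average of all tested compounds plus 3 SD, cut at about 25% in these data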;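 also: 0% = enzyme with DMSO only and 100% = wells lacking PAFAH1B3 protein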
Target sequence (Q15102 whole entry, looked up): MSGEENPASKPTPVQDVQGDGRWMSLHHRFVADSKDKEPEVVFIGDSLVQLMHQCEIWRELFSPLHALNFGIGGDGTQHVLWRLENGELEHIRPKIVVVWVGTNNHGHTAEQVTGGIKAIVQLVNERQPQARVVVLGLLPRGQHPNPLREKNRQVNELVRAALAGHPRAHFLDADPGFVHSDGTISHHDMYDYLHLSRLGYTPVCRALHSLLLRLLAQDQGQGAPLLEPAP
* = called active by the depositor.

canonical_smiles | PAFAH1B2 FP inh | PAFAH2 inh | PAFAH1B3 FP inh
NS(=O)(=O)c1ccc(NC(=S)NC(=O)c2cccc(Br)c2)cc1 | 6.1 | 3.5 | 7.9
Cc1cc2c(NC3CCCCC3)ncnc2s1 | -0.4 | -1.4 | -0.7
O=C(N/N=C/c1cccc2ccccc12)c1cc2ccccc2o1 | -9.0 | -12.8 | -1.4
N#CCCN1CCN(CCC#N)C1=S | 4.0 | 7.0 | 1.2
CCOC(=O)COn1c(=O)c(-c2ccc(F)cc2)[n+]([O-])c2ccccc21 | -4.7 | -10.2 | 2.1
CC(C)n1cc(/C=C/c2cc[n+](C)cc2)c2ccccc21 | -3.8 | -5.2 | -1.4
CCCC(C(=O)NC1CCCC1)N(C(=O)Cn1nnc(-c2ccc(C)o2)n1)c1cccc(O)c1 (stereo not drawn) | -8.6 | 2.9 | -0.5
O=C(O)c1c2cc(Br)ccc2nc2[nH]c(=O)[nH]c(=O)c12 | 4.6 | -0.1 | 5.2
Cc1ccc(OCC(=O)N(C)CC(=O)NCc2ccco2)c(Br)c1 | 6.4 | 9.5 | 2.9
CN(C)c1ccc(/C=C(\C#N)c2ccccc2)cc1 | 6.7 | 8.2 | 13.3
CCc1ccc(S(=O)(=O)N/N=C\c2ccc([N+](=O)[O-])o2)cc1 | -2.0 | -5.5 | 4.0
C[C@H](O)[C@@H]1C(=O)N2CCc3ccc(N4CCN(C)CC4)cc3[C@@H]2C[C@@H]1N(C)C(=O)NC1CCCCC1 | 6.2 | -3.6 | -1.0
COc1ccc(NC(=O)CSc2n[nH]c(-c3ccncc3)n2)c([N+](=O)[O-])c1 | 2.7 | 5.5 | 2.2
Cc1ccc(C(=O)NNC(=O)c2ccccc2OCc2c(C)noc2C)cc1 | -2.1 | 4.1 | 2.4
O=C(CN1C(=O)C2CCCCC2C1=O)NC1CCCc2ccccc21 (stereo not drawn) | 10.4 | -3.2 | 9.3
COc1cccc(-c2noc(C3CCCN(C(=O)c4ccccc4OC)C3)n2)c1 (stereo not drawn) | -1.3 | 4.3 | 5.0
Cc1ccc(S(=O)(=O)Nc2ccc(O)c3ccccc23)c(C)c1 | 6.7 | 11.3 | 7.3
COc1ccc2c(c1)c(C)cc[n+]2Cc1ccccc1 | 1.8 | -1.0 | -2.0
CC(=O)C1CCC2C3CCC4=CC(=O)C=CC4(C)C3C(=O)CC12C (stereo not drawn) | 4.6 | -11.2 | 6.7
Cc1ccc(NS(=O)(=O)c2ccccc2)c(NS(=O)(=O)c2ccccc2)c1 | 12.3 | 7.8 | 4.8
CN(C(=O)c1cccc(NC(=O)Cc2ccc(NC(=O)C3CCN(C(=O)C4CCCCC4)CC3)cc2)c1)C1CC1 | -0.5 | -4.9 | -1.9
CC1(C2CCC3(C)OC3C2)CO1 (stereo not drawn) | -5.3 | -3.8 | 3.3
COc1cccc(CN(C)CCCn2cnc(C(=O)Nc3ccc(C)c(C)c3)n2)c1 | 7.1 | -10.1 | 3.2
CCOc1ccc2nc(N3C(=O)/C(=C/c4ccc(Cl)cc4)NC3=S)sc2c1 | -0.6 | 0.1 | 5.6
CC(=O)c1ccc(S(=O)(=O)N2CCC(NC(=O)c3ccccc3)CC2)cc1 | 1.9 | -1.5 | 1.4
CCOc1ccc(N(C(=O)c2snc(C(N)=O)c2N)C(C(=O)NCC2CCCO2)c2ccc(C)o2)cc1 (stereo not drawn) | -1.1 | -0.3 | -1.6
COc1ccc(-n2c(C)cc(C3=NNC(=NC4CC4)SC3)c2C)cc1 | 3.3 | 9.2 | 5.4
O=C(COC(=O)c1cccnc1)NC1CCCc2ccccc21 (stereo not drawn) | -0.1 | 2.8 | 1.2
Oc1cc(CNCc2ccccc2)c(O)cc1CNCc1ccccc1 | 5.8 | 16.6 | 5.2
CCn1cc(C(=O)OCC(=O)c2ccccc2)c(=O)c2ccc(C)nc21 | 0.0 | 11.0 | 4.4
COc1ccc2[nH]cc(CCN3C(=O)c4ccc(C(=O)O)cc4C3=O)c2c1 | 8.8 | -3.7 | 4.2
Cc1nc(-c2ccc(F)cc2)c(CC(=O)N2CCN(S(=O)(=O)c3cccc([N+](=O)[O-])c3)CC2)s1 | -0.2 | 10.2 | 0.0
O=C(Cn1cc(COc2cccc([N+](=O)[O-])c2)nn1)c1ccc(O)cc1 | 2.4 | -3.7 | 7.4
COc1ccc(CC(=O)Nc2cccc(-c3nnc(-c4ccccc4)o3)c2)cc1OC | -6.4 | -6.3 | -1.6
Cc1cc(Cl)cc2sc(=S)[nH]c12 | 4.4 | 1.9 | 6.2
Cc1ccc(C)c(S(=O)(=O)N2CCN(C(=O)CN3C(=O)C4CC=CCC4C3=O)CC2)c1 (stereo not drawn) | 2.4 | 4.9 | -4.7
CN(C)c1ncnc2c1ncn2C1CCCO1 (stereo not drawn) | 3.4 | -3.2 | -1.0
Cc1cc2nc3ccc(=[N+](C)C)cc-3sc2cc1N | 1.3 | 12.3 | 13.5
O=C(Nc1ccnn1C1CCNCC1)c1ccc2c(c1)OCO2 | 5.7 | 10.0 | 4.2
CC(=O)NC(NC(=S)Nc1c(C)n(C)n(-c2ccccc2)c1=O)C(Cl)(Cl)Cl (stereo not drawn) | -1.0 | -0.9 | 4.2
CCN(c1ccc(C)cc1C)S(=O)(=O)c1nnc(NC(=O)C(C)C)s1 | 9.8 | -0.7 | 1.4
Cc1ccc(N2C(=O)c3ccccc3C2(O)c2ccccc2)cc1 (stereo not drawn) | 0.9 | -1.7 | 4.7
COC(=O)c1ccc(-c2csc(NC(=O)c3c(C)noc3C)n2)cc1 | 3.2 | 0.7 | 8.7
COC(=O)C1(C)COP(=O)(NC23CC4CC(CC(C4)C2)C3)OC1 (stereo not drawn) | 6.2 | 2.1 | 1.1
N#Cc1cccc(NC(=O)CNc2cc(S(=O)(=O)N3CCOCC3)ccc2N2CCCC2)c1 | 2.2 | 5.0 | 6.7
O=C(O)c1cc(N2N=C(C(F)(F)F)/C(=C/C=C/c3ccco3)C2=O)ccc1Cl | 31.9* | 58.5* | 36.7*
O=C(NCCCSc1ccccc1)c1cccnc1 | 9.3 | -5.4 | 12.1
CCc1nc2ccccc2n(CCOCCn2c(=O)c(CC)nc3ccccc32)c1=O | -4.6 | -7.6 | 0.2
CCC(=Cc1ccccc1OC)c1ccncc1 | -0.7 | -0.8 | 7.1
S=c1nc(NCCc2ccccc2Cl)c2ccccc2[nH]1 | -1.9 | -2.1 | 3.4
CCC(c1ccccc1)C(CC)c1cc(O)c(O)c(O)c1 (stereo not drawn) | 14.1 | -30.1 | -42.7
COc1ccc(-c2noc(=O)n2Cc2ccc(F)cc2Cl)cc1 | 9.8 | 0.7 | 7.3
COc1cccc(CNC(=O)COC(=O)CCS(=O)(=O)c2ccc(C)cc2)c1 | 2.2 | -2.0 | 12.2
Cc1cc(C(=O)NCC2CCCO2)sc1C (stereo not drawn) | 1.3 | -2.8 | 3.8
Cc1cccc(C)c1OCc1cn(CC(=O)c2ccc(O)cc2)nn1 | 4.0 | -2.0 | 5.4
O=C(Oc1ccc2ccccc2c1)C1CCC1 | 16.9 | 11.2 | 14.3
CCN(CC)CCNC(=O)c1ccc(NC(=O)Cc2ccc(OC)c(S(=O)(=O)N3CCOCC3)c2)cc1 | 1.6 | 7.2 | 13.4
Cc1cnc(C(=O)Nc2cccc3cccnc23)cn1 | 6.7 | 0.6 | 2.1
C(=C/c1nccc2c1[nH]c1ccccc12)/c1ccc2c(c1)OCO2 | 1.8 | -8.7 | 9.0
COc1cc(OCc2ccc(C)cc2)ccc1CNC[C@H]1O[C@@H](n2cnc(C(N)=O)n2)[C@H](O)[C@@H]1O | 5.0 | 1.3 | 3.5

The listing continues:
Values run as follows: PAFAH1B2 FP inh	PAFAH2 inh	PAFAH1B3 FP inh
> N#CCSc1nc(-c2ccccc2)nc2ccc(F)cc12
    1.6	-4.0	2.6
> COc1cc(C2c3cc4c(cc3OC(N3CCCCC3)C2C)OCO4)cc(OC)c1O (stereo not drawn)
    -1.6	2.5	8.8
> Fc1ccc(OCCCn2ccnc2)cc1
    -0.3	1.1	-2.8
> C#CCOCCOCCOCCNc1nc(N2CCN(C(=O)Cn3cc(CC(C)O)nn3)CC2)nc(N2CCN(C(=O)[C@H]([C@@H](C)CC)n3cc(CCCCN)nn3)CC2)n1 (stereo partly drawn)
    2.2	2.5	5.6
> O=C(CNC(=S)N(Cc1ccccc1)Cc1ccccc1F)NCc1ccc(Cl)cc1
    -2.3	2.3	6.1
> O=C1SCCN1N=Cc1ccc([N+](=O)[O-])o1
    1.6	0.8	5.9
> CCOc1ccc(CC(=O)N/N=C/c2sccc2C)cc1
    3.8	-3.2	3.1
> O=C(CCCn1nnnc1CN1CCOCC1)N1CCC(c2ccccc2F)C1 (stereo not drawn)
    0.7	-0.7	4.7
> CCOC(=O)COc1ccc2c(C#N)c3ccccn3c2c1
    -8.0	-0.3	1.9
> CC(C)Cn1cnc2c(SCc3ccccc3Cl)nc(N)nc21
    2.2	12.4	-5.1
> COc1ccc(-c2nnc(SCC(=O)Nc3ccc(C(=O)O)cc3)n2-c2ccc(Cl)cc2)cc1
    -6.8	-6.8	1.4
> Cc1cc(C)nc(N2CCN(c3ccc(F)cc3)CC2)n1
    4.7	3.4	5.6
> CN(C(=O)c1cccc(NC(=O)Cc2ccc(NC(=O)C3CCCN(C(=O)C4CCCCC4)C3)cc2)c1)C1CCCC1 (stereo not drawn)
    1.7	-11.0	7.1
> CCOC(=O)N1CCC(NS(=O)(=O)c2cc3c(cc2Br)CCN3C(=O)CC)CC1
    6.8	-1.6	9.4
> CN(C(=O)c1cccc(NC(=O)Cc2ccc(NC(=O)C3CCCN(S(=O)(=O)c4cccc([N+](=O)[O-])c4)C3)cc2)c1)C1CCCCC1 (stereo not drawn)
    -4.8	-13.8	-11.8
> Cc1cccc(OCC(=O)Nc2ccc(NC(=O)c3ccco3)cc2)c1
    4.4	5.2	-0.3
> Cc1cccc(NS(=O)(=O)c2ccc3c(c2)oc(=O)n3C)c1C
    -0.3	-1.8	2.2
> Cc1cccc(NS(=O)(=O)c2cccc(C(=O)NCC(c3ccc(F)cc3)N3CCOCC3)c2)c1 (stereo not drawn)
    0.0	2.0	-7.2
> CCCCCCCCCCCCCCCCn1cc[n+](CC(C)=O)c1
    4.8	4.7	1.0
> Cc1ccc(NCc2n[nH]c(=S)n2Cc2ccccc2)cc1Cl
    14.3	4.9	13.1

Compound profiles (already shown). Order of screens: PAFAH1B2 FP inh	PAFAH2 inh	PAFAH1B3 FP inh
Entry for Cc1cccc(OCC(=O)Nc2ccc(NC(=O)c3ccco3)cc2)c1 : 4.4	5.2	-0.3
Entry for CCC(=Cc1ccccc1OC)c1ccncc1 : -0.7	-0.8	7.1
Entry for CN(C)c1ccc(/C=C(\C#N)c2ccccc2)cc1 : 6.7	8.2	13.3
Entry for CCC(c1ccccc1)C(CC)c1cc(O)c(O)c(O)c1 (stereo not drawn) : 14.1	-30.1	-42.7
Entry for Cc1cc2c(NC3CCCCC3)ncnc2s1 : -0.4	-1.4	-0.7

New compounds follow.
Values run as follows: PAFAH1B2 FP inh	PAFAH2 inh	PAFAH1B3 FP inh
> COC(=O)CCC(C)C1CCC2C3CCC4CC(O)CCC4(C)C3CC(O)C12C (stereo not drawn)
    -0.9	-4.7	13.9
> Cn1c(=O)c2[nH]c(C(O)c3ccc(Cl)cc3)nc2n(C)c1=O (stereo not drawn)
    17.9	7.5	-1.8
> CC(=O)c1c(O)c(C)c(O)c2c1OC1=CC(=O)C(C(C)=O)C(=O)[C@@]12C (stereo partly drawn)
    1.0	-1.8	2.0
> COc1c(C=O)c2c(c(OC)c1OC)-c1ccc(OC)c(=O)cc1C(NC(C)=O)CC2 (stereo not drawn)
    4.2	-0.6	6.5
> CC12CCCCC1=CC(=O)CC2 (stereo not drawn)
    3.2	0.3	7.6
> CC(C)c1ccc(C2OCC(C)([N+](=O)[O-])CO2)cc1 (stereo not drawn)
    -0.4	-3.4	7.2
> CN(CC(=O)Nc1ccc(F)c(F)c1F)C(=O)Cc1ccc(S(=O)(=O)N2CCOCC2)s1
    4.4	0.1	6.2
> Cc1ncc(CN2CCCC(C(=O)Nc3ccc(-c4cccc(F)c4)cc3)C2)s1 (stereo not drawn)
    0.9	-4.9	7.6
> CCOC(=O)C1C(=O)C(=O)N(C2CCCCC2)C1C(=O)OCC (stereo not drawn)
    8.0	9.1	14.0
> O=C(c1ccc(S(=O)(=O)NCC2CCCO2)cc1)N1CCN(c2cccc(Cl)c2)CC1 (stereo not drawn)
    -3.6	-3.4	6.0
> O=C(CCN1CCN(c2ccccc2)CC1)NNC(=O)Cc1ccc(Br)cc1
    -3.0	-3.6	7.3
> CC(=O)OC1CCC2(C)C(CCC3C2CC(=O)C2(C)C3CC(C3CCCC3=O)C2C(C)=O)C1 (stereo not drawn)
    -1.6	-6.5	-9.7
> O=C1C=C(NCC2CCCO2)CC(c2ccccc2)C1 (stereo not drawn)
    -1.7	-1.9	0.0
> O=c1[nH]c2cc(F)ccc2c2ccc(F)cc12
    7.2	0.7	4.2
> O=C(OC12CC3CC(CC(C3)C1)C2)c1ccc(NCc2cc(O)ccc2O)cc1
    3.5	2.8	8.3
> O=C(NNC(=O)c1ccc(NC(=O)C2CC2)cc1)c1ccc(F)cc1
    1.0	-3.8	-0.3
> COc1ccc(/C=C(\C#N)c2nc3ccccc3[nH]2)cc1O
    10.1	-3.5	19.8
> Oc1ccc(Cl)cc1CNC1CCCCC1
    -2.5	3.9	-1.1

Assay outcomes deposited in PubChem BioAssay by The Scripps Research Institute Molecular Screening Center.

This is a subset (hit frequency here may not be typical).
